TAG inh = reduces triacylglycerol accumulation in H9c2 cells. inhibition, % at 12.5 µM. Nile Red lipid (TAG) fluorescence; cells loaded with 200 µM oleic acid. hit rate 0.66% among 230,000. AID 651582;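 active means pattern-corrected inhibition of lipid staining of at least 50% with the nuclear-stain viability signal not falling by more than 50%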;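 further: 0% = DMSO wells and 100% = triacsin C control wells; some results filed as inactive read as strong as hits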
TAG inh DAPI viability = also measured in TAG inh; calls as there; DAPI nuclei signal change (viability), lower = more cytotoxic, %;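 whole-well DAPI fluorescence read on a plate reader as a viability signal; minus 50 percent equals half of cells still viable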
The depositor's hits bear a star. The list is partial; count on the stated rates, not on these rows.

Preview:
Each structure is followed by: TAG inh	TAG inh DAPI viability
> CCn1c(CSc2nnc(-c3ccoc3C)n2C)nc2cc(S(=O)(=O)N(C)C)ccc21
    0	1
> O=C(c1ccccc1Cl)N1N=C(c2ccc(Br)cc2)CC1c1nc2ccccc2[nH]1 (stereo not drawn)
    7	-6
> COc1cc(O)c(C(CCN2CCCC2)c2ccc(N(C)C)cc2)c(OC)c1 (stereo not drawn)
    4	-8
> COC(=O)c1c2c(nc3ccccc13)CCC2
    -4	-2
> Nc1nc2ncc(-c3ccsc3)c(N)n2n1
    -14	5
> CCOC(=O)C1=C(C)NC(C)=C(C(=O)OCC)C1C(=O)OCC(=O)N(CC)C1CCS(=O)(=O)C1 (stereo not drawn)
    17	-2
> CC(=O)Nc1ccc(CN2CCCCCCC2)cc1
    18	-13
> Cc1ccc(NS(=O)(=O)c2cccc(C(=O)NCC(c3cccs3)N3CCOCC3)c2)cc1 (stereo not drawn)
    -5	-5
> Cc1ccc(C)c(NS(=O)(=O)c2c(C)ccc3nsnc23)c1
    -24	10
> c1ccc2c(N3CCCCC3)nc(N3CCCC3)nc2c1
    32	20
> O=C(Nc1nnc([C@H]2C[C@H](O)[C@@H](CO)O2)s1)Nc1ccc(F)cc1F
    7	0
> O=C(NC1CCN(Cc2ccccc2)CC1)C12CC3CC(CC(C3)C1)C2
    25	-8
> Cc1ccc2[nH]c(C(=O)N3CCC(C(N)=O)CC3)cc2c1
    9	-11
> CC(C)(C)NC(=O)CN(Cc1cccs1)C(=O)c1csnn1
    -8	0
> CCOc1ccc(-c2nc(C#N)c(NC3CC3)o2)cc1
    6	5
> CC(C)(C)N=C1SCC(C)(/C=N/O)S1 (stereo not drawn)
    7	-2
> CC(=O)N1C[C@H]2CON(C)[C@H]2C[C@H]1c1cccc(-c2ccc(C#N)cc2)c1
    22	-15
> O=C(Nc1cccc2c1CCCC2)C1CCN(c2nnnn2-c2ccccc2)CC1
    29	8

This part in full, from the first entry:
Each structure is followed by: TAG inh	TAG inh DAPI viability
> CCn1c(CSc2nnc(-c3ccoc3C)n2C)nc2cc(S(=O)(=O)N(C)C)ccc21
    0	1
> O=C(c1ccccc1Cl)N1N=C(c2ccc(Br)cc2)CC1c1nc2ccccc2[nH]1 (stereo not drawn)
    7	-6
> COc1cc(O)c(C(CCN2CCCC2)c2ccc(N(C)C)cc2)c(OC)c1 (stereo not drawn)
    4	-8
> COC(=O)c1c2c(nc3ccccc13)CCC2
    -4	-2
> Nc1nc2ncc(-c3ccsc3)c(N)n2n1
    -14	5
> CCOC(=O)C1=C(C)NC(C)=C(C(=O)OCC)C1C(=O)OCC(=O)N(CC)C1CCS(=O)(=O)C1 (stereo not drawn)
    17	-2
> CC(=O)Nc1ccc(CN2CCCCCCC2)cc1
    18	-13
> Cc1ccc(NS(=O)(=O)c2cccc(C(=O)NCC(c3cccs3)N3CCOCC3)c2)cc1 (stereo not drawn)
    -5	-5
> Cc1ccc(C)c(NS(=O)(=O)c2c(C)ccc3nsnc23)c1
    -24	10
> c1ccc2c(N3CCCCC3)nc(N3CCCC3)nc2c1
    32	20
> O=C(Nc1nnc([C@H]2C[C@H](O)[C@@H](CO)O2)s1)Nc1ccc(F)cc1F
    7	0
> O=C(NC1CCN(Cc2ccccc2)CC1)C12CC3CC(CC(C3)C1)C2
    25	-8
> Cc1ccc2[nH]c(C(=O)N3CCC(C(N)=O)CC3)cc2c1
    9	-11
> CC(C)(C)NC(=O)CN(Cc1cccs1)C(=O)c1csnn1
    -8	0
> CCOc1ccc(-c2nc(C#N)c(NC3CC3)o2)cc1
    6	5
> CC(C)(C)N=C1SCC(C)(/C=N/O)S1 (stereo not drawn)
    7	-2
> CC(=O)N1C[C@H]2CON(C)[C@H]2C[C@H]1c1cccc(-c2ccc(C#N)cc2)c1
    22	-15
> O=C(Nc1cccc2c1CCCC2)C1CCN(c2nnnn2-c2ccccc2)CC1
    29	8
> Nc1ccc2nc(CCCO)[nH]c2c1
    -1	3
> COc1ccc(N(CC(=O)N2CCN(C)CC2)S(=O)(=O)c2ccccc2)cc1OC
    -13	2
> CC1(C)COC2(OC1)C(=O)Nc1ccccc12
    7	-3
> Cc1ccccc1NC(=O)C1c2cccc[n+]2CC(=O)N1c1c(C)cccc1C (stereo not drawn)
    -1	-6
> CCNC(=O)C1(C)CCCN(C(=O)CCc2cccs2)C1 (stereo not drawn)
    7	6
> CCCCn1c(N)c(N(CC)C(=O)c2ccco2)c(=O)[nH]c1=O
    2	4
> Cc1ccc(S(=O)(=O)c2c(C)cc(C)nc2N2CCCC2)cc1
    -16	6
> COc1ccc(-c2cc3nc(C)c(CCC(=O)N4CCN(c5ccccn5)CC4)c(C)n3n2)c(OC)c1
    15	15
> CCC(Sc1nc2ccncc2[nH]1)C(=O)Nc1ccc(C)c(Cl)c1 (stereo not drawn)
    10	-2
> O=C(COC(=O)CCCN=C1NS(=O)(=O)c2ccccc21)NNC(=O)c1ccccc1
    12	-6
> CC1(c2ccccc2)NC(=O)N(CC(=O)NC(=O)NC2CCCC2)C1=O (stereo not drawn)
    4	-5
> CCC(Cc1ccccc1)NC(=O)CN1C(=O)CSc2ncccc21 (stereo not drawn)
    -18	3
> N#Cc1c(N2C(=O)Nc3ccccc3N2O)sc2c1CCCC2
    -17	12
> CCN(CC)S(=O)(=O)c1cc(OC)c(C)cc1C
    -15	4
> CSc1nc(NCc2ccco2)c2ccccc2n1
    1	-9
> COc1ccc(NCC(=O)N/N=C/C2CCCCC2)cc1
    10	-5
> COc1ccccc1N(C)S(=O)(=O)c1ccc(C(=O)NC(C)(C)C)cc1
    7	-1
> Cc1c(N=Nc2ccc(O)cc2)c(=O)n(-c2ccccc2)n1C
    6	0
> Cc1cccc(CCN2C(Nc3ccccc3)=NC[C@@H]2C)c1
    4	-3
> O=C(CSc1nnc(C2CC2)n1C1CC1)c1ccccc1F
    10	-3
> COC(=O)c1oc2nc(C)cc(C)c2c1N
    26	-20
> Cc1cc(C)cc(NC(=S)Nc2cccc3ccccc23)c1
    10	7
> Cc1ccccc1NS(=O)(=O)c1ccc(C(=O)NCC2CCCO2)cc1 (stereo not drawn)
    0	1
> CCc1cccc2c(=O)c(C(=O)N3CCCCCC3)c[nH]c12
    -51	-6
> Nc1nc(Sc2c([N+](=O)[O-])cc(C(F)(F)F)cc2[N+](=O)[O-])n[nH]1
    -9	-9
> Cc1cc(C)c(S(C)(=O)=O)c(Oc2ccc(C(C)(C)C)cc2)n1
    6	-9
> COc1ccc(CNC(=O)C2CC(=O)N(C3CCCCC3)C2)cc1 (stereo not drawn)
    10	0
> CC(c1ccco1)N(C(=O)C12CC3CC(CC(C3)C1)C2)c1ccccn1 (stereo not drawn)
    -51	8
> COc1ccc(CCNC(=O)COc2ccc(S(=O)(=O)NC(C)C)cc2)cc1OC
    6	-5
> CC1=NCCN1S(=O)(=O)c1ccccc1[N+](=O)[O-]
    3	-9
> COC(=O)c1ccc(C2/C(=C(\O)c3ccc(OC)c(C)c3)C(=O)C(=O)N2c2cc(C)on2)cc1 (stereo not drawn)
    1	-16
> Cc1ccc(NC(=O)CSCC(=O)Nc2nnc(C3CC3)s2)cc1
    -10	1
> Cc1cc(NC(=O)c2cccc([N+](=O)[O-])c2)no1
    6	-2
> CCOC(=O)c1c(-c2cccc(N)c2)cn2ccccc12
    -3	13
> Cc1ccc(NC(=O)c2snc3ccc(Cl)cc23)cc1C
    -3	-11
> Cc1cc(C(=O)COc2ccc(F)cc2Br)c(C)n1C1CC1
    -34	14
> CCOC(=O)c1nnc(-c2ccccc2)nc1Sc1ccccc1Cl
    -1	-4
> CCN(CC)CCn1c2c(c(SCC(=O)Nc3cc(OC)cc(OC)c3)nc1=O)CCC2
    5	6
> COc1cc(CC(=O)O)c([N+](=O)[O-])cc1OC
    7	-4
> Cc1ccc(S(=O)(=O)N(Cc2ccccc2)Cc2ccco2)cc1
    -5	0
> COc1ccc(CCNc2ccc(N3C(=O)CC(C)C3=O)cc2[N+](=O)[O-])cc1OC (stereo not drawn)
    -8	-16
> COC(=O)N1C(=O)[C@](c2ccc(OC)cc2)(C(C)C)N1C(=O)OC
    -10	-3

Sorted by number of heavy atoms (ascending): part of the list above
Each structure is followed by: TAG inh	TAG inh DAPI viability
> COc1ccc(NCC(=O)N/N=C/C2CCCCC2)cc1
    10	-5
> CCc1cccc2c(=O)c(C(=O)N3CCCCCC3)c[nH]c12
    -51	-6
> CCN(CC)CCn1c2c(c(SCC(=O)Nc3cc(OC)cc(OC)c3)nc1=O)CCC2
    5	6

Later entries.
Each structure is followed by: TAG inh	TAG inh DAPI viability
> NS(=O)(=O)c1cccc(NC(=O)CSc2nnc(C3CC3)n2-c2ccccc2)c1
    -3	-9
> CN(CC(=O)Nc1ccc(F)cc1)C(=O)C1CCN(C(=O)Nc2ccccc2)CC1
    23	-2
> COC(=O)c1cc(=O)n(Cc2ccc(F)cc2)c(=Nc2ccccc2)s1
    18	-7
> N#CC1(NC(=O)COC(=O)c2ccccc2[N+](=O)[O-])CCCCC1
    -16	1
> O=C(c1cccc(-c2nnc(-c3ccccc3)o2)c1)N1CCCCC1
    7	-2
> Cc1ccc(C)c(OCCC(=O)OCC(=O)NC2CCCC2)c1
    -6	7
> CN(C)CCNC(=O)Nc1ccc(F)cc1F
    8	-11
> CC1(C)Cc2cccc(OCC(=O)OCc3nnc(-c4ccc([N+](=O)[O-])cc4)o3)c2O1
    7	-6
> Cc1cc(C)c(C)c(C(=O)c2ccccc2C(=O)O)c1C
    -9	2
> COc1ccc(/C=N/NC(=O)c2ccccc2NC(=O)c2ccco2)c(OC)c1
    0	6
> CC1=Nn2c(nnc2-c2ccccc2)SC1
    8	-2
> N#Cc1nc(-c2cccc3ccccc23)oc1NCC1CCCO1 (stereo not drawn)
    -14	102
> Cn1cc(CNCc2ccc(OC(F)(F)F)cc2)c(-c2ccc3c(c2)OCCO3)n1
    -9	-4
> O=C(NC(Cc1c[nH]c2ccccc12)C(=O)N/N=C/c1ccc(Cl)cc1)c1cccs1 (stereo not drawn)
    -17	8
> Cc1ccc2nc(SC(C)C(=O)NC3CCCC3)[nH]c2c1 (stereo not drawn)
    4	-5
> COc1cc(NS(=O)(=O)c2ccc(C)cc2)c2ncccc2c1
    -43	13
> COC(=O)c1cccc(NC(=O)c2cccc(N3C(=O)CCC3=O)c2)c1
    -20	-1
> CC1(C(=O)NCc2cccc(C(F)(F)F)c2)CCN1Cc1cc2ccccc2o1 (stereo not drawn)
    6	-2
> CCOc1nc(C)ccc1-c1noc(CC)n1
    -4	-1
> CC(C)OC(=O)CC(=O)CSc1nc(-c2ccc(F)cc2)cc(-c2ccccc2)c1C#N
    -10	60
> Cc1cccc(Cn2cc(SCC(=O)Nc3nccs3)c3ccccc32)c1
    7	-11
> Cc1occc(=O)c1OCc1c(F)cccc1Cl
    0	-9
> CC1CS(=O)(=O)CCN1N=Cc1ccc([N+](=O)[O-])o1 (stereo not drawn)
    -9	8
> O=C1NCCCC1C(=O)N/N=C/c1ccc([N+](=O)[O-])cc1 (stereo not drawn)
    -3	1
> COc1ccc(Cl)cc1C(=O)Nc1cccc2ncccc12
    9	-3
> C=CCOc1nc2sc(C)c(C)c2c(=O)n1-c1ccccc1
    5	6
> COc1cc(C(=O)Nc2sc3c(c2C#N)CCN(C(C)=O)C3)cc(OC)c1OC
    9	1
> CC(=O)Nc1nc(CC(C)C)cc2c1c(=O)oc1ccccc12
    -8	5
> C=CCNC(=S)N/N=C(\C)c1ccc(OC)cc1
    0	1
> CCOc1ccc(NC(=O)CC2CC(C)(C)OC2=O)cc1 (stereo not drawn)
    -1	-3
> O=S(=O)(c1ccc(Br)cc1F)N1CCC(O)CC1
    -7	-1
> CCOC1(OCC)OC(c2ccccc2)=C(C#N)C(C=Cc2ccccc2)C1(OCC)OCC (stereo not drawn)
    -21	-12
> C=CCNc1nc(N2CCCCC2)c(C#N)c2c1CN(Cc1ccccc1)CC2
    23	3
> CC(=O)Nc1cccc(N2C(=O)CC(N3CCC(C(=O)N4CCCCC4)CC3)C2=O)c1 (stereo not drawn)
    7	-14
> COCCCNC(=O)Cn1cc2c(n1)CCC(C)C2 (stereo not drawn)
    -14	-5
> CCCCc1ccc(S(=O)(=O)NC(=O)C2(C)CCN2C(=O)CCc2cccs2)cc1 (stereo not drawn)
    5	-2
> CCOC(=O)/C=C/[C@H]1CC2(CCO1)SCCCS2
    -1	-7
> O=C(N/N=C/c1ccc(OC(F)F)cc1)C1=COCCO1
    2	-2
> O=C(Nc1ccc(Cl)cc1)OCc1cncs1
    3	-2
> C(=Cc1nc2ccccc2o1)c1ccc2c(c1)OCO2
    -15	27
> C=CCn1cnc2c(nnn2-c2ccc(C)c(C)c2)c1=O
    -8	15
> CC(NC(=O)c1ccc([N+](=O)[O-])o1)C1CC2CCC1C2 (stereo not drawn)
    81	-71
> CCOC(=O)CCC(=O)N1CCOCCOCCN(C(=O)CCC(=O)OCC)CCOCCOCC1
    -4	-9
> O=C(Nc1ccccc1F)c1ccc(CN2CCN(c3ccccc3)CC2)cc1
    -40	0
> C#CCOc1nc(C)cc(C)c1S(=O)(=O)c1ccccc1C
    -7	-3
> Cc1cccc(C(=O)NCN2CCN(c3ccccc3C#N)CC2)c1
    -8	4
> CC[C@]12c3[nH]c4cc(CCC(=O)N(C)C)ccc4c3CCN1C(=O)[C@@H](CC(=O)NCCCOC)C[C@@H]2C(=O)N1CCN(C(=O)c2ccco2)CC1
    7	5
> CCC(C)C(CO)NCCCn1ccc(NC(=O)OCc2ccccc2)nc1=O (stereo not drawn)
    16	6
> O=C(Nc1ccncc1)c1ccc2ncsc2c1
    -5	-3
> Cc1ccccc1NC(=O)Cc1nc(COC(=O)Cc2cccc(C(F)(F)F)c2)cs1
    -1	-8
> CC(=O)Oc1ccc(Cn2cnc3cc4ccccc4cc32)cc1
    9	-12
> COc1ccccc1NC(=O)Nc1nc(C(N)C(C)C)cs1 (stereo not drawn)
    7	1
> Cc1cc(C(=O)CC#N)c(C)n1-c1c(C)n(C)n(-c2ccccc2)c1=O
    -3	-7
> CCOc1ccc(CCNC(=O)CSCC(=O)Nc2ccc(OC)cc2)cc1OCC
    30	9
> C=C(C)CN(CC)C(=O)CSc1nc2ncc(Cl)cc2[nH]1
    3	0

Source: PubChem (Sanford-Burnham Center for Chemical Genomics)
